Assay outcomes: PubChem, Sanford-Burnham Center for Chemical Genomics
CCR6 antag = CCR6 (human) receptor antagonism. P51684. 340,000 compounds, 0.49% hits. AID 493098. CHO-K1 CCR6 PathHunter beta-arrestin, luminescence, CCL20-stimulated. inhibition, % at 20 µM;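 active means compounds whose inhibition of the agonist-driven luminescence signal at 20 µM reaches about 50%, limit read from the data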;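 further: cells stimulated with CCL20 at 14 nM final; plate controls were DMSO with CCL20 for no effect and DMSO without agonist for full effect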
tim23-1 inh = inhibits growth of tim23-1 mutant yeast; S. cerevisiae tim23-1 growth, BacTiter-Glo luminescence, 24 h; inhibition, % at 20 µM; 330,000 compounds, 1.3% hits; AID 463212;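 active means growth inhibition of the mutant yeast at or above 50%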;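 further: temperature-sensitive mutant grown at 25 °C; plate controls were DMSO-treated mutant yeast for no effect and medium wells lacking yeast for full effect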
APJ antagonist = antagonists of human APJ apelin receptor; P35414; CHO-K1 APJ beta-arrestin complementation, luminescence; 330,000 compounds, 0.32% hits; AID 2521; inhibition, % at 20 µM;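 active means inhibition above about 40% at 20 µM, limit read from the data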;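 further: cells challenged with 10 nM apelin-13 agonist together with compound; plate controls were apelin-13 plus DMSO wells for no effect and DMSO wells lacking apelin-13 for full effect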
Target sequence (P35414 whole entry, looked up): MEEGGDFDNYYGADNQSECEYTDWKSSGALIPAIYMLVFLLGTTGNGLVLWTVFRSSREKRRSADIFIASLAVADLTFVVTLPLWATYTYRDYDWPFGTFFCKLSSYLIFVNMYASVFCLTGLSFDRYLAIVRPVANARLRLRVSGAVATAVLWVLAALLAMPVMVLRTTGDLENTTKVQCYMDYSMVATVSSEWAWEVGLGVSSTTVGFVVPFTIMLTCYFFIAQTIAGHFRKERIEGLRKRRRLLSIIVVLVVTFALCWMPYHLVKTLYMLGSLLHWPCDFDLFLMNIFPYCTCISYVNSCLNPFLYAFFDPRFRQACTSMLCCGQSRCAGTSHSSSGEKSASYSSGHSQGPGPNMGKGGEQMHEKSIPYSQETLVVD
CXCR6 block = inhibitors of human CXCR6 receptor; O00574; CHO-K1 PathHunter CXCR6 beta-arrestin, luminescence; inhibition, % at 20 µM; 360,000 compounds, 0.36% hits; AID 602244; in the data active means inhibition above about 34%, passing the limit was not always enough;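 further: antagonist mode with CXCL16 agonist at 10 nM final; 0% = 10 nM CXCL16 with DMSO and 100% = unstimulated wells without agonist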
Target sequence (O00574 whole entry, looked up): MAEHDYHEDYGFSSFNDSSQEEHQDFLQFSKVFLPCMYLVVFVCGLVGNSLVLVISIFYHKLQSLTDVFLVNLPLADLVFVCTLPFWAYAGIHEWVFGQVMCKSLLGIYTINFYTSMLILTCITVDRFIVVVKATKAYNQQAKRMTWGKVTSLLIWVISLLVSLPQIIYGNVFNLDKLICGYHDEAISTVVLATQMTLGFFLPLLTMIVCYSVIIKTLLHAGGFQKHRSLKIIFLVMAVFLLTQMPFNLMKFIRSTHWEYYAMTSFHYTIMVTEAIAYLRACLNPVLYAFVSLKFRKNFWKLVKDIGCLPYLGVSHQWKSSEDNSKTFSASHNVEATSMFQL
CHOP UPR activ = activators of apoptotic arm of unfolded protein response (CHOP); CHO-CHOP luciferase reporter, UPR activation, luminescence; percent of tunicamycin response over DMSO baseline; activation, % at 10 µM; AID 449763; 330,000 compounds, 0.34% hits;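 active means at 10 µM dose, activation of 40% or more, normalized to positive control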;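 further: 100% = tunicamycin at 10 µg/mL and 0% = DMSO alone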
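Material: CHO-CHOP cells, stable luciferase reporter of PERK-eIF2a-CHOP signalling; quantity: 500 reporter cells seeded per well; buffer or medium: F12 medium containing 10% fetal bovine serum; compound: one dose, 10 µM in 0.5% DMSO; incubation: 6 h compound treatment, 37 °C; measured by: Steady-Glo luciferase luminescence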
Mdm2 MdmX PPI = inhibitors of human Mdm2/MdmX interaction | O15151+Q00987 | SaOS-2 split-luciferase Mdm2/MdmX complementation, luminescence | inhibition, % at 8 µM | 330,000 compounds, 3% hits | AID 485346;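 active means inhibition of at least 50% at 8 µM in the primary screen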
XBP1 UPR activ = adaptive UPR (XBP1) activation; CHO-XBP1 luciferase reporter, IRE1-XBP1 UPR activation, luminescence; percent of tunicamycin response, DMSO as zero; activation, % at 20 µM; 330,000 compounds, 0.33% hits;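 active means versus positive control, 20 µM dose yields 30% or more activation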;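 further: 100% = tunicamycin at 10 µg/mL and 0% = DMSO only wells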
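Material – CHO cell line with stable XBP1 luciferase reporter · Buffer or medium – F12 plus 10% FBS · Compound – single point, 20 µM final compound, 1% DMSO · Schedule – 16-18 h cell attachment at 37 °C, then 6 h compound exposure · Signal – Steady-Glo luminescence read · Benchmarks – high control tunicamycin 10 µg/mL final, low control DMSO vehicle only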
APJ ag = APJ receptor agonism | activation, % at 20 µM | AID 2520 | 330,000 compounds, 0.11% hits | CHO-K1 APJ PathHunter beta-arrestin, luminescence; 0% DMSO wells, 100% apelin;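 active means activation more than six SD over the plate average, tested at 20 µM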;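 further: 0% = DMSO alone and 100% = apelin-13 at 10 nM; some results filed as inactive read as strong as hits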
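Incubation: overnight seeding, 90 min compound at 25 °C, 1 h detection; test system: PathHunter CHO-K1 APJ (AGTRL-1) beta-arrestin reporter cells; amount: 1000 cells/well; doses: one dose, 20 µM compound, 1% DMSO; measured by: beta-gal luminescence; measure: agonist-driven arrestin binding to APJ; benchmarks: negative DMSO alone, positive Apelin-13 at 10 nM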
EBI2 block = antagonists of human EBI2 receptor; EBI2 beta-arrestin recruitment, luminescence, 7a,25-OHC stimulated; inhibition, % at 5 µM; 360,000 compounds, 0.81% hits; AID 651636; in the data active means inhibition above about 38%;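 further: enzyme fragment complementation signal reports receptor beta-arrestin coupling in cells; 0% = agonist plus DMSO wells and 100% = wells without agonist; some results beyond the cut were filed as inactive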
* = called active by the depositor; · = no result given.

SMILES	CCR6 antag	tim23-1 inh	APJ antagonist	CXCR6 block	CHOP UPR activ	Mdm2 MdmX PPI	XBP1 UPR activ	APJ ag	EBI2 block
COc1cccc(CN2CC(C(=O)NCc3cccc(N4CCCC4)c3)CCC2=O)c1 (stereo unspecified)	9	-16	-2	0	3.8	18	-1	-1	-10
COc1ccc2c(c1)c(=O)c(C(=O)c1ccccc1)cn2Cc1ccccc1	6	18	5	3	-1.0	17	0	-4	0
COc1cc(C(=O)N2CCCN(c3nc4cc(C)ccc4cc3C#N)CC2)cc(OC)c1OC	5	32	8	·	2.6	21	2	2	·
CN(C)CCCO[C@@H]1[C@H]2OC(C)(C)O[C@H]2O[C@@H]1[C@H](O)CO	6	-10	8	2	-0.3	7	-4	-7	1
O=c1oc2ccc3ccccc3c2cc1-c1nnc(-c2ccccc2)o1	2	-3	-4	-4	1.9	1	1	-1	-4
CC1CN(S(=O)(=O)c2ccc(C(=O)N3c4ccccc4CC3C)cc2)CC(C)O1 (stereo unspecified)	5	8	-21	0	0.1	18	-1	-4	-1
COc1cc(C(=O)Nc2cccc(-c3nc4ncccc4o3)c2C)cc(OC)c1OC	-8	-27	-14	0	-2.2	18	-2	-2	-1
S=C(Nc1ccccc1)Nc1ccc(OCc2ccc(Cl)cc2Cl)cc1	-11	3	-4	-1	-11	23	-9	-4	11
CCN1CCN(c2ccc(NC(=O)c3ccco3)cc2)CC1	-7	-15	5	-7	3.9	-27	-3	0	-7
COc1ccc(/C(C)=N/NC(=S)NCCc2ccccc2)cc1	13	44	-9	1	-0.6	10	-1	-3	5
COc1ccccc1CNc1ccc2c(c1)CCC2	14	7	7	2	0.8	-12	0	3	9
O=C(Nc1ccc(S(=O)(=O)Nc2nccs2)cc1)c1cc(-c2ccccc2Cl)nc2ccccc12	21	22	3	-3	-2.0	17	-5	-3	10
COc1cccc2cc(C(=O)N3CCN(c4ccccc4F)CC3)c(=O)oc12	-11	9	10	-3	0.3	-13	0	0	2
CC1CC(C)CN(CCOc2cccc3ccccc23)C1 (stereo unspecified)	9	18	-11	-10	0.2	18	-2	-1	4
C/C(=C\c1ccccc1F)C1Nc2cccc3cccc(c23)N1	9	41	-14	-4	3.6	24	16	6	-28
CC1CCCCC12NC(=O)N(CC(=O)Nc1ccc(S(=O)(=O)N3CCOCC3)cc1)C2=O (stereo unspecified)	-19	8	15	7	-2.5	-16	1	-3	1
CCn1c(-c2cc3c(C(F)(F)F)nn(C)c3s2)n[nH]c1=S	11	34	18	9	-0.2	-3	0	-1	-2
CN1CCN(Cc2coc3c(Cl)cc(Cl)cc3c2=O)CC1	4	18	15	4	-0.1	25	-3	-1	12
O=C(NC1CCCC1)C1CCC(CNS(=O)(=O)c2ccccc2)CC1 (stereo unspecified)	-8	13	15	3	1.9	7	-1	11	-8
COc1cccc(/C=N/NC(=O)C(=O)N2CCCC2)c1	1	10	-15	-1	3.0	1	-3	-1	-5
O=C(OCc1nc2ccccc2s1)c1ccccc1O	8	3	13	2	6.5	-13	0	-2	10
Cc1c(OCC(=O)NCC2CCC(C(=O)O)CC2)ccc2c(-c3ccccc3)cc(=O)oc12 (stereo unspecified)	5	2	-3	2	-2.8	2	-2	-3	1
CNc1nc(-c2cccs2)cc(C(F)(F)F)c1C#N	-1	8	-9	-4	0.2	0	0	1	-1
CCOC(=O)C1CCCN(C(=O)c2cn(C)c3ccc(S(=O)(=O)N4CCCC4)cc3c2=O)C1 (stereo unspecified)	-7	-4	14	2	0.5	1	0	0	-6
N=c1c2c(-c3ccccc3)c(-c3ccccc3)n(Cc3ccco3)c2ncn1Cc1ccccc1	6	86*	26	8	35	100*	28	0	14
COc1ccc(Cl)cc1C(=O)Nc1ccc(OCC(=O)N2CCOCC2)cc1	11	10	8	-8	0.6	5	-3	-2	-10
CCN(CC)CCNC(=O)c1cc(-c2ccco2)nc2ccccc12	0	0	2	-2	-1.2	-8	-2	-3	-1
Cc1cccc(C(=O)OCC(=O)Nc2c(C)n(C)n(-c3ccccc3)c2=O)c1	17	-12	-44	7	1.3	-3	1	-2	-7
CC1CCCCN1S(=O)(=O)c1ccc(NC(=O)c2ccco2)cc1 (stereo unspecified)	0	25	1	-10	1.7	11	2	-1	-11
Cc1ccc(C)c(NC(=O)CN(C)C(=O)Cc2ccc(Cl)cc2Cl)c1	-1	22	1	6	1.2	-22	1	1	8
CC(=O)Nc1ccccc1C(=O)C(=O)Nc1ccc(C(=O)N2CCOCC2)cc1	-5	11	9	-1	3.6	-26	1	0	-3
O=S(Cc1ccc(Br)cc1)Cc1nnc(SCc2c(Cl)cccc2Cl)n1-c1ccccc1 (stereo unspecified)	11	42	3	-3	-0.8	42	0	8	17
CC(C)CC(=O)NC(=S)Nc1ccccc1C(F)(F)F	4	47	6	19	1.3	13	0	0	0
O=C(Nc1ccc(Cl)cc1)c1nc[nH]c1C(=O)NCCN(CCNC(=O)c1[nH]cnc1C(=O)Nc1ccc(Cl)cc1)CCNC(=O)c1[nH]cnc1C(=O)Nc1ccc(Cl)cc1	10	18	-3	-9	4.6	100*	0	-1	5
COc1cccc(N2CCN(S(=O)(=O)c3ccc(-n4cnnn4)cc3)CC2)c1	-16	6	-15	0	1.2	-1	-1	-3	10
N#CCCN(Cc1cccnc1)S(=O)(=O)c1ccc(S(=O)(=O)N2CCCCCC2)cc1	9	11	-7	-6	-1.6	-41	-1	3	-8
CCc1cccc(NC(=O)CCNS(=O)(=O)c2cccc3nonc23)c1	-3	7	9	-3	1.4	15	-3	-3	-7
CCN1CCN(CCCNC(=O)c2cc3c(=O)oc4ccc(C)cc4c3s2)CC1	26	-2	7	-5	1.5	9	-2	-1	-5
O=C(c1ccco1)N1CCN(Cc2nc3ccccc3[nH]2)CC1	14	10	-6	-1	1.6	13	-2	-3	-5
O=C(CN1CCC(n2nnc3cc(F)ccc32)CC1)Nc1ccc2c(c1)CCC2	15	17	5	5	0.8	24	0	-4	17
CC(=O)Nc1ccc(NC(=O)C2CCN(c3ccc(C(F)(F)F)cn3)CC2)cc1	0	-4	-7	0	-0.4	14	-2	-3	-12
CC1CCC(C(C)C)C(OCC(O)CNC(C)c2ccccc2)C1 (stereo unspecified)	14	25	-9	-4	-0.6	60*	4	5	-6
COc1cccc(/C=C2/SC(=S)N(CC(=O)NNC(=O)c3ccccc3O)C2=O)c1	2	1	19	2	0.1	-30	4	-3	1
Cc1ccsc1/C=N/NS(=O)(=O)c1ccc([N+](=O)[O-])cc1	22	19	9	10	-0.6	16	2	-1	-11
CCOC(=O)c1cc(-c2ccccc2)sc1NC(=O)COC	4	-29	4	6	0.4	14	3	-2	5
CCN1CCN(S(=O)(=O)c2ccc(C(C)(C)C)cc2)CC1	8	9	3	4	0.2	2	-2	-2	-2
O=S(=O)(NC1CC1)c1ccc(F)c(F)c1	-13	33	13	4	2.4	4	3	-4	-7
CCCNC(=S)Nc1ccccc1	-14	31	2	-4	1.4	6	8	-5	-11
O=C(CSc1nc2ccccc2c(=O)n1-c1ccccc1)c1cccc([N+](=O)[O-])c1	18	-1	-9	-8	-0.5	22	-1	3	-2
Cc1cc(NC(=O)c2ccccc2-c2ccccc2)ccc1Br	8	39	13	9	3.1	8	-2	-2	28
O=C(O)CCNc1ccc(NCCC(=O)O)c2c1C(=O)c1ccccc1C2=O	26	31	11	20	-1.3	11	-2	-1	2
O=C(Nc1cc(Br)ccc1O)C1CC(c2ccccc2Cl)=NO1 (stereo unspecified)	8	46	-31	0	1.3	11	-1	4	3
O=C(Nc1cc(C(F)(F)F)ccc1N1CCOCC1)c1cnccn1	11	24	-4	3	1.1	9	0	3	8
O=C(CSc1nc2nccnc2c(=O)n1Cc1cccs1)Nc1ccccc1	23	-6	24	-4	0.3	30	2	6	3
O=C(c1cnccn1)N(Cc1cccs1)C1(C(=O)NC2CCCCC2)CCCCC1	-13	25	4	10	0.3	19	-4	-3	15

Gathered by group: the compounds so far containing fluorine
SMILES	CCR6 antag	tim23-1 inh	APJ antagonist	CXCR6 block	CHOP UPR activ	Mdm2 MdmX PPI	XBP1 UPR activ	APJ ag	EBI2 block
COc1cccc2cc(C(=O)N3CCN(c4ccccc4F)CC3)c(=O)oc12	-11	9	10	-3	0.3	-13	0	0	2
C/C(=C\c1ccccc1F)C1Nc2cccc3cccc(c23)N1	9	41	-14	-4	3.6	24	16	6	-28
CCn1c(-c2cc3c(C(F)(F)F)nn(C)c3s2)n[nH]c1=S	11	34	18	9	-0.2	-3	0	-1	-2
CNc1nc(-c2cccs2)cc(C(F)(F)F)c1C#N	-1	8	-9	-4	0.2	0	0	1	-1
CC(C)CC(=O)NC(=S)Nc1ccccc1C(F)(F)F	4	47	6	19	1.3	13	0	0	0
O=C(CN1CCC(n2nnc3cc(F)ccc32)CC1)Nc1ccc2c(c1)CCC2	15	17	5	5	0.8	24	0	-4	17
CC(=O)Nc1ccc(NC(=O)C2CCN(c3ccc(C(F)(F)F)cn3)CC2)cc1	0	-4	-7	0	-0.4	14	-2	-3	-12
O=S(=O)(NC1CC1)c1ccc(F)c(F)c1	-13	33	13	4	2.4	4	3	-4	-7
O=C(Nc1cc(C(F)(F)F)ccc1N1CCOCC1)c1cnccn1	11	24	-4	3	1.1	9	0	3	8

An excerpt; rates above refer to the full screens.
